CCHF vOTU inh = CCHFV vOTU protease inhibitors, primary screen, biochemical, Pep-AMC substrate, fluorescence | Crimean-Congo hemorrhagic fever virus L polyprotein viral ovarian tumor (vOTU) protease … | inhibition, % at 11.5 µM | actives 0.55% (n = 370,000) | AID 651958, 2012; further: 0% = vehicle wells with enzyme and 100% = no enzyme wells
MazF activator = activators of E. coli MazEF toxin-antitoxin RNase, primary screen, biochemical, fluorescence, uHTS; Endoribonuclease toxin MazF (Escherichia coli (strain K12)), P0AE70; FAM/BHQ RNA-DNA oligo cleavage fluorescence, 5 h; activation, % at 20 µM; actives 0.32% (n = 350,000); AID 504720, 2011; in the data active means activation above about 50%
Target sequence (P0AE70 whole entry, looked up): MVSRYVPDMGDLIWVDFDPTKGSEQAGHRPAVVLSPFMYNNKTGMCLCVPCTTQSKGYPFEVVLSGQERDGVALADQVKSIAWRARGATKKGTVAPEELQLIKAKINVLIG
FadD28 FP inh = inhibitors of FadD28 bisubstrate probe binding, primary screen, biochemical, fluorescence polarization, single point | Mycobacterium tuberculosis FadD28 fatty-acid-AMP ligase | inhibition, % at 12.5 µM | actives 0.22% (n = 360,000) | AID 588549, 2011; in the data active means inhibition above about 8.5%, passing the limit was not always enough; inconclusive means no clear call, values can overlap the other calls
BioA inh = M. tuberculosis BioA enzyme inhibitors, primary screen, biochemical, plate reader, single point, HTS; actives 0.096% (n = 360,000); inhibition, % at 9.99 µM; purified M. tuberculosis BioA enzyme; 7,8-diaminopelargonic acid synthase BioA (Mycobacterium tuberculosis); AID 602481, 2012; in the data active means inhibition above about 40%; inconclusive means no clear call, values can overlap the other calls
DUSP3 inh = VHR1 phosphatase inhibitors, primary screen, biochemical, absorbance, uHTS | recombinant VHR phosphatase, pNPP absorbance | actives 0.52% (n = 290,000) | Dual specificity protein phosphatase 3 (Homo sapiens), P51452 | AID 1654, 2009 | inhibition, % at 13.3 µM; in the data active means inhibition above about 50%; further: some compounds called inactive have numbers as strong as hits
Target sequence (P51452 whole entry, looked up): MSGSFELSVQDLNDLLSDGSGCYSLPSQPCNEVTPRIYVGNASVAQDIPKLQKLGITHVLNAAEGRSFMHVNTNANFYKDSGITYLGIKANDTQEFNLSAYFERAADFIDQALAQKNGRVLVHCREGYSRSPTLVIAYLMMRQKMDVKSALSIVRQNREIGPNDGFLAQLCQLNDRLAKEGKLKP
Mtb UGM inh = M. tuberculosis UGM enzyme inhibitors, primary screen, biochemical, fluorescence polarization, single point; actives 0.06% (n = 320,000); inhibition, % at 10 µM; purified UGM, fluorescence polarization probe displacement; UDP-galactopyranose mutase (Mycobacterium tuberculosis (strain ATCC 25618 / H37Rv)), …; in the data active means inhibition above about 10%, passing the limit was not always enough; inconclusive means no clear call, values can overlap the other calls
Target sequence (P9WIQ1 whole entry, looked up): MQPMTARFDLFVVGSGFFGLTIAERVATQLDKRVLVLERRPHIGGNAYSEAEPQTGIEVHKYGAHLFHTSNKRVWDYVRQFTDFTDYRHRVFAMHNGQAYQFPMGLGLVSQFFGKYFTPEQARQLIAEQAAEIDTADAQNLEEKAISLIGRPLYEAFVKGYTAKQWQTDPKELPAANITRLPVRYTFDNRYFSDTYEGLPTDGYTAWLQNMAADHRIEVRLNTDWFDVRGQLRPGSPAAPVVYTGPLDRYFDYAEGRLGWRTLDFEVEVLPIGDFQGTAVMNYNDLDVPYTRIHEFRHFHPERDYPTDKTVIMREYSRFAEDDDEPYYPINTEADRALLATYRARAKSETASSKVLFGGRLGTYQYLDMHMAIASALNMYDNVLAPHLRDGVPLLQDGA
BoNT-F LC inh = BoNT/F light chain protease inhibitors, primary screen, biochemical, flow cytometry, MLPCN library. AID 588497, 2011. Botulinum neurotoxin type F light chain protease (Clostridium botulinum). actives 0.22% (n = 360,000). Multiplex microsphere protease cleavage assay. inhibition, % at 10 µM; in the data active means inhibition above about 35%, passing the limit was not always enough; inconclusive means no clear call, values can overlap the other calls; further: plate controls were buffer without enzyme for full effect and enzyme alone for no effect
Mtb FBA inh = Mtb FBA enzyme inhibitors, primary screen, biochemical, fluorescence, strain H37Rv; Fructose-bisphosphate aldolase (Mycobacterium tuberculosis (strain ATCC 25618 / H37Rv)), …; purified M. tuberculosis FBA, fluorescence read-out; inhibition, % at 1 µM; actives 2.3% (n = 360,000); AID 588726, 2011; in the data active means inhibition above about 27%;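 further: 0% = vehicle and 100% = reference inhibitor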
Target sequence (P9WQA3 whole entry, looked up): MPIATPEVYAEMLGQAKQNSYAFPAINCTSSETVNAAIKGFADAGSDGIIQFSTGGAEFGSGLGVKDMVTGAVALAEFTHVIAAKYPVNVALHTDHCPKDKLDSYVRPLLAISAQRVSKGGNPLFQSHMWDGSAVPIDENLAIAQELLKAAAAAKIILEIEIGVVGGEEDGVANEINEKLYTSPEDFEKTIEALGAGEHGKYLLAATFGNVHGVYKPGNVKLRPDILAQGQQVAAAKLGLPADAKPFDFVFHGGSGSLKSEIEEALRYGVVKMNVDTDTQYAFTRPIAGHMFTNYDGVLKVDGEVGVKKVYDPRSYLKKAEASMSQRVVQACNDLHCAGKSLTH
Rv3671c protease = Rv3671c serine protease inhibitors, primary screen, biochemical, fluorescence polarization, M. tuberculosis H37Rv. P9WHR9. inhibition, % at 5.96 µM. actives 0.048% (n = 320,000). AID 2606, 2010; in the data active means inhibition above about 38%;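 further: extracellular domain of Rv3671c used as enzyme; 0% = enzyme with DMSO and 100% = no enzyme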
GDH-TPI inh = GDH-TPI coupling enzyme inhibitors, primary screen, artefact control for M. tuberculosis FBA inhibitor project, biochemical, absorbance, full deck; GDH-TPI coupled enzyme counterscreen, NADH absorbance; inhibition, % at 4.8 µM; actives 1.2% (n = 360,000); AID 588335, 2011;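 further: 0% = DMSO wells and 100% = wells lacking the enzyme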
Starred values were filed as active, the others as inactive; ? = inconclusive; / = not tested or not shown; & = joins results of further samples. Unless noted, no stated cut-off is given here; in the data, active means inhibition above about 30%; inactive means the rest. Compounds as they come (roughly 4.9% active in at least one column).

SMILES	CCHF vOTU inh	MazF activator	FadD28 FP inh	BioA inh	DUSP3 inh	Mtb UGM inh	BoNT-F LC inh	Mtb FBA inh	Rv3671c protease	GDH-TPI inh
NC(=O)CC[C@@H]1NC(=O)[C@@H]2CCCN2C(=O)c2cc([N+](=O)[O-])cc(F)c2NCCC[C@@H](C(N)=O)NC1=O	19	1	0.6	3.6	1	1.4	-6	-4	-6	13
Cc1c(N2C(=O)CSC2c2ccc([N+](=O)[O-])cc2)c(=O)n(-c2ccccc2)n1C (stereo not drawn)	-2	6	-2.8	0.4	5	0.8	/	1	1	0
CC(C)CC(NC(N)=O)C(=O)OCC(=O)N(Cc1ccccc1)Cc1ccccc1 (stereo not drawn)	-2	5	-0.4	/	12	-2.6	2	-3	-15	-1
O=C(O)C1=C[C@H](c2ccc(C(F)(F)F)cc2)C[C@H](OCCCCO)O1	-8	5	-5.6	-0.1&0.7	/	-2.8	-4	1	12	-4
CCOc1cccc(-c2nnc(SCC(=O)Nc3cc(OC)cc(OC)c3)n2N)c1	1	-1	-1.1	-1.9	-6	-2.8	-3	2	1	8
COC(=O)[C@H](Cc1ccccc1)NC(=O)c1ccc2ccccc2n1	10	-12	-0.8	8.2	14	1.6	-3	2	-18	5
Cc1ccc(N2CC(C(=O)Nc3cc(C)on3)CC2=O)c(C)c1 (stereo not drawn)	-1	4	-3.1	0.6	19	0.7	-8	2	5	-5
COc1ccc(-n2c(C)cc3cc(OC(C)=O)ccc32)cc1	-2	-27	-3.9	1.3	5	-0.7	4	58*	2	5
Cc1cc(CN(C)C(=O)CC2C(=O)NCCN2Cc2ccc(-c3ccccc3)cc2)on1 (stereo not drawn)	14	-29	-1.2	-6.7	7	0.2	-12	-5	-11	15
COC(=O)c1cc2ccsc2n1CC(=O)Nc1cc(C)cc(C)c1	-3	5	-1.1	-1.0	6	0.2	-2	-2	-1	6
Cc1ccc(NC(=O)c2cc(-c3ccco3)on2)cc1	3	0	3.0	/	15	2.8	-21	2	-10	1
Cc1ccc(S(=O)(=O)N2C[C@H]3C(=O)C[C@@H](c4ccc(Cl)cc4)N(S(=O)(=O)c4ccccc4C)[C@H]3C[C@H]2c2ccccc2)cc1	10	-8	0.3	-1.0	/	/	3	-3	/	6
Cc1ccc2nc(SCC(=O)Nc3ccc(F)cc3)nc(=O)n2c1	9	4	-1.6	11	/	1.7	-13	-4	-7	16
O=C(Nc1ccc(-c2nc3c(ccc4ccccc43)o2)cc1)c1ccco1	-32	-8	-2.7	-2.0	39	0.4	0	54*	-22	48*
CCn1c2ccccc2c2cc(Nc3cc(C)nc4ncnn34)ccc21	7	-4	0.9	1.4	-10	-2.1	-4	-1	-1	21
O=C(CC1NCCc2ccccc21)Nc1cccc(Cl)c1 (stereo not drawn)	-7	6	-1.5	/	17	-1.1	-13	5	-13	6
CNc1ncnc2c1ncn2[C@H]1CN(Cc2ccc3c(c2)OCO3)C[C@@H](CO)O1	-7	/	-0.4	0.9	/	/	5	-1	/	8
Cc1cc(C)n(CC(=O)NNC(=O)CCNC(=O)c2ccccc2Cl)n1	0	7	-2.0	0.4	/	-0.8	/	4	1	7
Cc1ccccc1CSCCNS(C)(=O)=O	4	2	-0.9	-1.3	25	-3.1	-2	1	-1	7
O=c1c(Cc2ccc(F)cc2)c(O)ccn1CCc1ccccn1	2	4	-3.7	/	15	0.2	-1	0	-2	0
O=C(COC(=O)c1ccccc1Cl)Nc1nccs1	5	12	-4.5	-3.1	-1	-1.2	3	-2	2	5
Cc1ccccc1-n1c(SC/C(O)=C(\C#N)c2nc3ccccc3[nH]2)nnc1-c1ccncc1	9	9	1.6	6.0	25	-1.4	-4	6	-2	23
N#Cc1c(NC(=O)C2C3C=CC(C3)C2C(=O)O)sc2c1CCCCC2 (stereo not drawn)	1	-10	-5.2	/	22	1.5	5	-3	10	-3
Cc1ccccc1NC(=O)CN1C(=O)S/C(=C\c2cccn2-c2cccc(C(=O)O)c2)C1=O	8	6	-0.8	-2.1	24	-2.1	-2	-1	7	15
COc1cccc(-n2c(SCc3ccccn3)nc3c(c2=O)SCC3)c1	19	4	-1.2	/	27	1.2	-1	3	5	11

The list goes on, starting with the last 3 of the part before.
SMILES	CCHF vOTU inh	MazF activator	FadD28 FP inh	BioA inh	DUSP3 inh	Mtb UGM inh	BoNT-F LC inh	Mtb FBA inh	Rv3671c protease	GDH-TPI inh
N#Cc1c(NC(=O)C2C3C=CC(C3)C2C(=O)O)sc2c1CCCCC2 (stereo not drawn)	1	-10	-5.2	/	22	1.5	5	-3	10	-3
Cc1ccccc1NC(=O)CN1C(=O)S/C(=C\c2cccn2-c2cccc(C(=O)O)c2)C1=O	8	6	-0.8	-2.1	24	-2.1	-2	-1	7	15
COc1cccc(-n2c(SCc3ccccn3)nc3c(c2=O)SCC3)c1	19	4	-1.2	/	27	1.2	-1	3	5	11
Cc1cccc(NC(=O)/C(C#N)=C/c2ccc(Sc3ccccc3)o2)c1C	0	-130	-0.8	/	-16	-0.8	-4	-1	-7	12
COc1ccc(N2C(=O)C(Cl)=C(Oc3cccc(OC)c3)C2=O)cc1	/	0	-0.4	/	3	1.3	0	-2	-4	5
CN(C)C(/C=C/Nc1ccccc1F)=C(C#N)C#N	-12	3	-3.4	0.0	4	-2.1	-4	-2	-4	14
O=C(CCC1(C(=O)O)CCC(=O)NC1)NCc1ccccc1 (stereo not drawn)	14	0	-5.8	-1.3	17	1.6	-4	1	6	-4
Cc1ccnc(NC(=O)c2cccc(NC(=O)c3ccc(Cl)cc3)c2)c1	-4	2	-1.4	11	/	/	-19	2	/	9
O=C(Nc1cccc(-c2cn3c(n2)SCC3)c1)c1ccc2ccccc2n1	4	-4	-1.9	/	17	1.3	3	5	-24	16
CC(=O)c1ccccc1NS(=O)(=O)c1ccc2c(c1)CC(=O)N2	10	4	-1.7	-0.4	/	-0.7	-1	-3	-14	-2
COc1ccc(/C=N/NC(=O)c2cc(-c3ccccc3OC)nc3ccccc23)cc1COC(C)=O	17	0	-7.4	2.0	27	0.9	8	-1	-25	11
O=c1[nH]c(CN2CCN(c3ccccc3Cl)CC2)nc2ccsc12	3	5	-2.8	1.7	41	1.1	-10	5	0	-4
COc1ccc(CCNC(=O)CN(c2cccc([N+](=O)[O-])c2)S(C)(=O)=O)cc1	3	3	-1.8	-0.1	22	-0.7	-5	2	3	-3
CC(C)Oc1ccc(CSc2ncn[nH]2)cc1	-9	7	-12	/	25	1.1	-2	3	2	6
COc1ccccc1NC(=O)CSc1nncn1-c1cccnc1	-14	5	0.2	4.7	9	1.0	13	1	3	-3
CC(C)COC(=O)CCNc1n[nH]c(=O)[nH]c1=O	2	7	-3.4	4.1	-10	-0.8	?	-2	8	-3
COc1ccc(S(=O)(=O)NCc2ccncc2)cc1NC(=O)c1ccccc1C	-19	-1	0.6	/	/	-0.8	-1	2	2	7
CCCC(CCC)C(=O)OC1C[C@H]2CC[C@@H](C1)[N+]2(C)C (stereo partly drawn)	1	5	-3.7	0.1	-3	-3.2	-8	-1	6	9
Cc1cc(S(=O)(=O)Nc2ccc(F)cc2)c(C)s1	-3	-10	-2.4	-0.7	-2	-0.3	-1	16	-6	11
CC(C)(C)c1nnc(NC(=O)CCS(=O)(=O)Cc2ccccc2)s1	-4	0	-0.2	-3.4	31	-3.1	-1	-1	-4	-4
CCCCC(=O)Nc1cc2nn(-c3ccc(OC)cc3)nc2cc1C	1	-1	-3.1	-1.5	7	0.8	9	27*	-7	-1
O=C1C(=O)N(Cc2ccco2)C(c2cccc(Cl)c2)/C1=C(\O)c1ccc2c(c1)OCCO2 (stereo not drawn)	12	5	-6.1	-1.0	0	0.5	-1	0	-2	5
O=C(NCCCN1CCOCC1)NC1CCCCC1	10	4	-1.3	-7.1	3	-0.2	-17	8	7	-7
O=C(NC(Cc1c[nH]c2ccccc12)C(=O)O)c1ccc(Br)cc1 (stereo not drawn)	-7	-2	-0.4	/	10	3.9	-7	2	-1	2
CC1(C)NC(=O)C(CCc2ccccc2)NC1=O (stereo not drawn)	-4	/	-2.4	-2.4	/	/	-3	0	/	/
Cc1csc(NC(=O)CCCc2cccs2)n1	12	3	-2.5	/	8	2.2	-3	8	-6	-9
CC(C)c1nc(SCC(=O)N2CCCc3ccccc32)c2c(=O)n(C)c(=O)n(C)c2n1	3	-2	-2.3	-1.1	-2	3.4	5	-1	5	3
CCc1ccccc1N(C)S(=O)(=O)c1ccc2[nH]cc(C(=O)O)c(=O)c2c1	-6	0	-7.6	/	9	0.0	-3	2	9	9
(further entries)
SMILES	CCHF vOTU inh	MazF activator	FadD28 FP inh	BioA inh	DUSP3 inh	Mtb UGM inh	BoNT-F LC inh	Mtb FBA inh	Rv3671c protease	GDH-TPI inh
COc1ccc(CN2CCN(CCC(C)C)C(CCO)C2)cc1Cn1cncn1 (stereo not drawn)	-5	8	0.7	/	34	-1.9	-3	-3	-11	-3
COc1ccc(CCn2c(SCC(=O)Nc3cc(C)on3)nc3ccccc3c2=O)cc1OC	0	-46	0.3	-0.5	11	2.2	-6	5	2	1
COc1ccccc1CCc1nnc(CCC(=O)N(C)Cc2cccc3cnccc23)o1	-8	1	0.8	0.6	6	-2.7	-1	-2	6	1
Cc1nc2scc(C)n2c(=O)c1S(=O)(=O)N1CCN(c2ccccc2)CC1	15	-1	-0.5	/	20	-0.6	-18	0	4	21
COc1ccc(CNC(=O)CN(C)S(=O)(=O)c2ccc3c(c2)c(=O)n(C)c(=O)n3C)cc1	-16	2	-2.7	-1.1	-17	4.5	-5	-1	-8	-4
Cc1ccc2cc(CCNC(=O)c3ccc(S(=O)(=O)N4CCCCC4)cc3)c(=O)[nH]c2c1	-14	0	-3.3	/	2	1.6	-4	0	-16	4
COC(=O)C1=C(C)NC(=O)/C1=C\c1ccco1	3	3	-2.9	-0.7	-1	3.7	-25	-1	0	9
CCN(CC)S(=O)(=O)c1cccc(NC(=O)C2CC(=O)N(c3ccc4c(c3)OCCO4)C2)c1 (stereo not drawn)	11	-1	0.0	1.3	/	-1.5	-8	-1	2	0
O=C(NC(=S)N1CCCC1)c1ccc(Cl)cc1Cl	13	9	1.1	-0.3	14	-1.8	4	5	4	3
COc1nc(-c2ccccc2)ccc1-c1noc(C)n1	8	6	-4.4	0.2	-10	1.3	-12	-1	-6	27
COc1ccc(C(CNC(=O)c2oc3ccc(Cl)cc3c2C)N2CCCCC2)cc1 (stereo not drawn)	11	1	1.6	-0.5	-15	2.5	/	2	1	-7
Cc1cccc(C2NC(c3cccc(C)c3)C(C)C(=O)C2C)c1 (stereo not drawn)	-7	8	-2.1	0.0	-8	-1.9	15	1	1	4
CC(C)CC1Nc2ncnc(N3CCOCC3)c2N(Cc2ccc(Br)cc2)C1=O (stereo not drawn)	-2	1	-3.3	-1.2	/	-0.9	-4	0	3	-4
Cn1c(=O)c2c(SCC(=O)NCC3CCCO3)nc(-c3ccccc3Cl)nc2n(C)c1=O (stereo not drawn)	-9	4	-3.3	-1.1	41	-2.1	-4	-1	1	-4
O=C(N/N=C/c1ccccc1O)C1CCCC1	-6	5	-1.3	1.2	19	-0.5	6	3	2	-1
